Assay outcomes: PubChem, several laboratories
VIM-2 inh: blocks Pseudomonas aeruginosa VIM-2 metallo-beta-lactamase | purified VIM-2, nitrocefin hydrolysis, epi-absorbance fluorescence | inhibition, % at 5.6 µM | 0.89% of 290,000 active;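 active = inhibition above the mean of all tested compounds plus 3 SD, cutoff set per screening run, cut at about 7.5% in these data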;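 note: red hydrolysis product quenches plate fluorescence so inhibitors raise well fluorescence; 0% = enzyme with DMSO and 100% = DMSO without enzyme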
PHOSPHO1 inh: blocks human PHOSPHO1 phosphatase activity; recombinant PHOSPHO1, absorbance phosphatase assay; 1.1% of 290,000 active; Q8TCT1; inhibition, % at 13.3 µM; in the data active = inhibition above about 60%
Target sequence (Q8TCT1 whole entry, looked up): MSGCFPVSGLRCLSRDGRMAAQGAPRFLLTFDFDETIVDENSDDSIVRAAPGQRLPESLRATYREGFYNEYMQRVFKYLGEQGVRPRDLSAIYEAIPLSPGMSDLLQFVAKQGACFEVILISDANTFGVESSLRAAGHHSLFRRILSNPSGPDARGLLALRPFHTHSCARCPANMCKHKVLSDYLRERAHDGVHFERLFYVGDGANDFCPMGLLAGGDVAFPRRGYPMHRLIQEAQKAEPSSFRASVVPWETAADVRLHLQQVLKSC
IMP-1 inh: inhibitors of Pseudomonas aeruginosa IMP-1 metallo-beta-lactamase; inhibition, % at 5.6 µM; purified IMP-1, nitrocefin hydrolysis, epi-absorbance fluorescence; AID 1556; 0.45% of 290,000 active;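 active = inhibition above the mean plus 3 SD of all compounds in the same screening run, cut at about 4.5% in these data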;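 note: 0% = IMP-1 with DMSO and 100% = DMSO wells lacking enzyme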
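System: Purified IMP-1 | Read-out basis: Percent enzyme inhibition | Controls: IMP-1 with DMSO as 0%, enzyme-free DMSO as 100% | Replicates: One well per compound | Doses: 5.6 µM nominal single concentration | Detection: Epi-absorbance fluorescence, 480 nm excitation, 530 nm emission | Incubation: 25 °C, 15 min preincubation, 25 min reaction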
NS3 helicase inh: inhibitors of Hepatitis C virus NS3 helicase | NS3 helicase DNA unwinding, Cy5 molecular beacon fluorescence | inhibition, % at 10.9 µM | 0.56% of 290,000 active | AID 1800;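 active = inhibition above the mean of all tested compounds plus 3 SD, set per campaign, cut at about 35% in these data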;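 note: 0% = DMSO wells and 100% = thioflavine S control wells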
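Assay system – hepatitis C virus NS3 helicase domain fragment enzyme · Buffer or medium – MOPS pH 6.5, MgCl2, DTT, Tween20, BSA · Reagent – Cy5/quencher beacon DNA duplex and ATP to start · Compound – single 10.9 µM dose · Timing – 1 h at 25 °C · Technique – Cy5 beacon fluorescence read at start and 1 h · Measure – % inhibition of unwinding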
MEKK3 PB1 HTS: raises or lowers MEK5 binding to the human MEKK3 PB1 domain. Q99759. 1.4% of 290,000 active. binding response (% of control), % at 10 µM. bead-based flow cytometry, Alexa488-MEK5 binding to MEKK3; actives lie on both sides; 0 = blocked by unlabeled MEK5, 100 = vehicle;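 active = binding response more than 3 SD above or below the average of its plate-row segment, actives on both sides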;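 note: Alexa488 bead fluorescence after subtracting the streptavidin-only scavenger bead signal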
Target sequence (Q99759 whole entry, looked up, the tested form may be a part): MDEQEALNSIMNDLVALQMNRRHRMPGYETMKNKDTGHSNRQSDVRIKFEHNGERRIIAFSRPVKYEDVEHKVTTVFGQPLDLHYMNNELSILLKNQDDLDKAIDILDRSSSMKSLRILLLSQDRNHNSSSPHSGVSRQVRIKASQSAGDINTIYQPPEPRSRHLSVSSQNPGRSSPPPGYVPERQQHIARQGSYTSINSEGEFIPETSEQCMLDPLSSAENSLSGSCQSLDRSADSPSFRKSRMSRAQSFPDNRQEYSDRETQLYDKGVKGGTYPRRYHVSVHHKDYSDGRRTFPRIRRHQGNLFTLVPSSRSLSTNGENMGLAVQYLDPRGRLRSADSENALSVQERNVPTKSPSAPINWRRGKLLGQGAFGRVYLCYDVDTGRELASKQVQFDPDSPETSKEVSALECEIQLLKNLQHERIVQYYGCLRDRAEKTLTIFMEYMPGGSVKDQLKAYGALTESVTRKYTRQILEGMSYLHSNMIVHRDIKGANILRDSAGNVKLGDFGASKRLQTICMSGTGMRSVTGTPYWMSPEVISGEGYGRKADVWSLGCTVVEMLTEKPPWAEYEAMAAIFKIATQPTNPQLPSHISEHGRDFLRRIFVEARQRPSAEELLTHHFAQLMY
pCIP destab: lowers stability of the mouse p/CIP coactivator protein | decrease of EGFP signal, % at 10 µM | 0.01% of 290,000 active | Q05BA5 | AID 1984 | F442A p/CIP-EGFP cells, EGFP fluorescence, 16 h;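 active = EGFP signal decrease of at least 30% at 10 µM or well 3 SD below plate mean, unless failing retest; inactive = the rest, including hits failing retest or dose response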; note: some compounds called inactive have numbers as strong as hits; many of its hits are not listed in these tables
FID counter: counter-screen for HCV NS3 helicase inhibitors: DNA intercalator displacement; DNA fluorescent intercalator displacement, fluorescence; inhibition, % at 7.9 µM; 0.17% of 290,000 active; AID 1845; in the data active = inhibition above about 37%;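 note: 0% = vehicle and 100% = reference compound; higher means more ethidium bromide displaced from hairpin DNA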
SUMO HTRF inh: inhibitors of human SUMOylation (UBC9); P63279; HTRF SUMOylation assay, SAE1/SAE2 + UBC9, in vitro; inhibition, % at 35 µM; 0.36% of 290,000 active; AID 2006; in the data active = inhibition above about 50%, passing the limit was not always enough; note: strong numbers were not always called active
IDE cell activ: boosts human insulin-degrading enzyme activity in HEK cells | activation, % at 5.96 µM | 0.073% of 340,000 active | FAbeta-B cleavage, fluorescence polarization; 0% vehicle, 100% cell-free pure enzyme wells;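 active = activation above the mean of all tested compounds plus 3 SD, set per screening campaign, cut at about 17% in these data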
* hit, by the source's call; / = not tested or not shown. Only part of the results is shown (hit frequency here may not be typical).

Below each SMILES: VIM-2 inh	PHOSPHO1 inh	IMP-1 inh	NS3 helicase inh	MEKK3 PB1 HTS	pCIP destab	FID counter	SUMO HTRF inh	IDE cell activ
1) Clc1ccc(-c2nc3cnccn3c2Nc2ccc3c(c2)OCO3)cc1
    -5.1	30	-3.1	33	108	-4	-7	2	5
2) CC(=O)NC1C(Oc2ccccc2C)OC(CO)C(O)C1O (configuration not stated)
    -4.2	-15	-1.8	5	107	-21	9	15	-4
3) CCCN(CCC)S(=O)(=O)c1ccc(C(=O)Nc2c(C)n(C)n(-c3ccccc3)c2=O)cc1
    -1.1	-43	-4.2	-14	105	18	-26	-8	-1
4) CC1CCc2c(sc3ncnc(SCC(=O)c4ccccc4)c23)C1 (configuration not stated)
    -2.1	-6	-2.2	-10	110	1	1	23	-2
5) Cc1ccc(SC[C@H](c2ccccc2)N2CCN(C)CCC2=O)cc1
    /	20	/	/	95	5	/	20	2
6) COC(=O)c1cccc(Cn2c(Cl)c(/C=N/Nc3ccccc3C)sc2=O)c1
    -0.3	-11	-0.4	20	101	0	-6	18	3
7) CCC(=O)Oc1ccc(C(CC)C(CC)c2ccc(OC(=O)CC)cc2)cc1 (configuration not stated)
    -3.2	13	0.1	8	104	0	-2	0	6
8) CCNC(=S)N(CCc1c(C)[nH]c2ccc(F)cc12)Cc1cccnc1
    -3.2	1	-2.9	-31	107	-21	-14	-6	-1
9) CCOC(=O)c1cccc(S(=O)(=O)N2CCCC2)c1
    0.0	31	-1.9	-1	97	-9	-4	-2	-1
10) COc1ccc(-c2[nH]c(-c3cccc(OC)c3)nc2SCC(=O)NC2CCCC2)cc1
    -3.3	-1	-0.8	-12	105	-21	-23	-2	2
11) CN(C(=O)Cn1c(=O)oc2cc(S(=O)(=O)N3CCCC3)ccc21)C1CCCCC1
    -1.8	29	-5.0	19	102	-15	-26	14	3
12) CN(C)c1cccc2c1c(NS(=O)(=O)c1cn(C)cn1)nn2C
    -2.1	13	0.3	2	103	-15	-16	39	1
13) COC(=O)c1cc(NC(=O)C2COc3ccccc3O2)cc(C(=O)OC)c1 (configuration not stated)
    -1.6	26	-4.3	-1	98	2	-8	8	4
14) Cc1ccc(C(=O)Nc2cccc(-c3cn4ccccc4n3)c2)cc1
    -1.8	2	-3.0	-8	101	4	-7	-16	-1
15) CC(C)CCN1CCN(Cc2cccn2-c2ccccn2)CC1CCO (configuration not stated)
    -2.5	1	-2.6	10	100	-4	9	4	3
16) C=CCN1C(=O)/C(=C\C(C)=C\c2ccccc2)SC1=S
    -1.2	18	-1.1	2	105	1	5	-20	1
17) COc1cc(NC(=O)COc2cccc(C)c2C)ccc1NC(=O)c1ccco1
    -0.6	-20	1.1	-13	96	-17	-36	5	0
18) COC(=O)c1ccc(CNC(=O)C2CCC(=O)N(CCCc3ccccc3)C2)cc1 (configuration not stated)
    -0.8	36	-0.4	6	97	-10	-28	-5	5
19) O=C(CSc1nc(O)c(C2CCCCC2)c(=O)[nH]1)Nc1ccccc1Cl
    -3.0	14	-3.4	9	105	-8	-16	1	-1
20) C[N+]1(CCCCCCC(=O)/C=N/O)CCCCCC1
    -0.6	82*	-5.6	21	101	-8	-2	4	3

Part of the list above in order of molar mass, low to high.
Below each SMILES: VIM-2 inh	PHOSPHO1 inh	IMP-1 inh	NS3 helicase inh	MEKK3 PB1 HTS	pCIP destab	FID counter	SUMO HTRF inh	IDE cell activ
7) CCC(=O)Oc1ccc(C(CC)C(CC)c2ccc(OC(=O)CC)cc2)cc1 (configuration not stated)
    -3.2	13	0.1	8	104	0	-2	0	6
6) COC(=O)c1cccc(Cn2c(Cl)c(/C=N/Nc3ccccc3C)sc2=O)c1
    -0.3	-11	-0.4	20	101	0	-6	18	3
3) CCCN(CCC)S(=O)(=O)c1ccc(C(=O)Nc2c(C)n(C)n(-c3ccccc3)c2=O)cc1
    -1.1	-43	-4.2	-14	105	18	-26	-8	-1

Additional entries.
Below each SMILES: VIM-2 inh	PHOSPHO1 inh	IMP-1 inh	NS3 helicase inh	MEKK3 PB1 HTS	pCIP destab	FID counter	SUMO HTRF inh	IDE cell activ
21) CN1CCN(S(=O)(=O)c2cccc(C(=O)Nc3ccccc3N3CCOCC3)c2)CC1
    -1.5	12	-3.8	-20	96	-3	5	6	4
22) COc1ccc(C(=O)Nc2ccccc2C(=O)O)cc1Cl
    -0.8	-7	-2.1	39*	107	7	-36	-3	-8
23) CN(C)S(=O)(=O)c1ccc2c(c1)nc(CCC(=O)NCC1CCCCC1)n2C
    -1.1	6	-0.9	-2	98	-22	-20	-17	4
24) COC(=O)c1ccc(CSc2ncnc3sc(C)c(C)c23)o1
    -1.7	6	0.5	25	97	-5	-17	-4	-8
25) C=CCN(C(=O)CCc1ccccc1OC)c1nc(-c2ccc(S(C)(=O)=O)cc2)cs1
    1.1	-18	4.6*	12	102	-14	-19	-26	-5
26) O=S1(=O)c2cccc3cccc(c23)N1Cc1ccc(-c2nnco2)cc1
    -1.4	-12	-1.3	-8	105	-4	-24	13	5
27) COc1ccc(C(=O)NCc2ccccc2)cc1Br
    2.4	4	-0.4	1	104	-1	-3	4	0
28) Cc1cc(C)cc(C(=O)N2CCC3(CC2)NCCc2[nH]cnc23)c1
    -1.7	36	-0.6	-3	101	-7	9	/	2
29) COc1ccc(CN(C)C(=O)c2cc(-c3ccccc3)nc3ccc(C)cc23)c(OC)c1OC
    -1.1	28	-1.0	-13	102	-5	-57	11	1
30) N#Cc1ccsc1NC(=O)CN1CCN(c2ccc(O)cc2)CC1
    -1.8	4	-3.0	10	118	-10	0	70	6
31) CCOc1ccc(NC(=S)Nc2cccc3ccccc23)cc1
    -0.9	29	-1.9	6	102	-11	-6	94	1
32) Cc1ccc(-c2nnc(NCc3nc4ccccc4[nH]3)c3ccccc23)cc1S(=O)(=O)N1CCCCC1
    -4.4	4	-4.9	-73	100	-5	-9	-32	2
33) Cc1cccc(N2CCN(C(=O)C3CCCN(S(=O)(=O)c4cnc[nH]4)C3)CC2C)c1 (configuration not stated)
    -4.0	-7	-3.8	-5	99	-14	-20	10	1
34) COc1ccc2[nH]c(=O)c(CN(Cc3ccco3)Cc3nnnn3Cc3ccccc3)cc2c1
    -1.3	21	-4.7	3	99	16	-13	17	3
35) Cc1ccc(-n2cc(CN3CCNC(=O)CC3)c(-c3cccc(C)c3)n2)cc1
    -3.9	55	-2.1	-13	98	-4	-12	0	-2
36) COC(=O)Cn1nc(-c2ccc(C)cc2)c2ccccc2c1=O
    -2.2	21	-1.3	4	106	-6	-18	8	-3
37) Brc1ccc(-c2nc3ccccc3s2)s1
    -3.8	-15	-7.1	-4	102	14	3	-59	3
38) O=C(Nc1cc(C(F)(F)F)ccc1Cl)C(=O)N1CCCCC1
    -2.0	-4	-0.2	0	99	-19	-3	-3	3
39) Cn1nccc1C(=O)N1CCCC(C(=O)c2ccc(Oc3ccccc3)cc2)C1 (configuration not stated)
    -2.2	24	-3.4	-5	94	-1	-60	0	-8
40) CC(C)(C)C(=O)NC(=S)N1CCOCC1
    0.9	2	-0.9	-7	93	-2	5	1	0

The results go on:
Below each SMILES: VIM-2 inh	PHOSPHO1 inh	IMP-1 inh	NS3 helicase inh	MEKK3 PB1 HTS	pCIP destab	FID counter	SUMO HTRF inh	IDE cell activ
41) CC(C)(C)c1ccc(S(=O)(=O)CC(O)CSc2nc3c(cc2C#N)CCCC3)cc1 (configuration not stated)
    -2.4	30	-1.9	-7	/	-15	-8	-15	-1
42) COc1ccc(C(NC(=O)CC(C)C)c2c(O)ccc3ccccc23)cc1 (configuration not stated)
    -2.7	13	-1.7	-16	105	31	-25	-35	0
43) CC1CC(=O)N(c2ccc(N(C)Cc3ccccc3)c([N+](=O)[O-])c2)C1=O (configuration not stated)
    -2.1	5	-2.3	6	105	-1	-6	2	10
44) Cc1ccc(CN2CCN(/N=C\C(Br)=C\c3ccccc3)CC2)cc1
    -0.1	-12	-2.5	-22	93	2	-10	-19	0
45) C=CCn1c(N)cc(=O)nc1SCC(=O)Nc1ccc(C(=O)OCC)cc1
    -3.7	-36	-6.3	-5	106	2	-19	-2	5
46) CC(=O)N1CN(C2CC(C)(C)NC(C)(C)C2)Cc2c1sc1c2CCCC1
    -1.7	11	-2.8	-13	108	0	7	10	0
47) O=C(Nc1nc(-c2ccccc2)cs1)c1ccc(Br)o1
    -2.5	48	-1.0	2	107	-9	0	25	-2
48) O=C(NCc1ccc(F)cc1)c1cccs1
    -1.7	/	-5.9	3	102	-2	-6	0	4
49) Cc1ccc(S(=O)(=O)N2CCCCC2)c(C)c1NS(C)(=O)=O
    -2.0	15	-2.2	8	99	-8	-2	4	3
50) Cc1nnsc1C(=O)N1CCN(c2ccc(F)cc2)CC1
    0.2	22	-3.7	-5	88	1	2	8	4
51) CC(C)N1C(=O)N(c2ccc(Cl)cc2)C(C)(O)CC1(C)C (configuration not stated)
    -2.6	24	-5.0	12	101	0	-29	-8	-2
52) Cc1nc(CSc2nsc(C)c2C#N)cs1
    -2.1	16	-2.5	5	93	10	2	-13	4
53) O=C(NC(Cc1ccccc1)C(=O)O)C1CCN(S(=O)(=O)c2ccccc2C(F)(F)F)CC1 (configuration not stated)
    -0.4	/	-0.7	13	90	-14	-21	5	1
54) COc1ccc(C2=NOC(C(=O)NC3CCCCC3)C2)cc1OC (configuration not stated)
    -1.1	34	-5.0	-1	98	-2	-7	10	-6
55) CSc1ncc(C(=O)O)n1-c1ccc(F)cc1
    -0.2	-3	-1.1	-7	106	-12	2	-2	5
56) Cc1cccc(N2C(=O)CC(N(O)c3ccccc3)C2=O)c1 (configuration not stated)
    -0.5	14	-4.6	14	99	3	-5	-18	4
57) Cc1ccc(Nc2ncnc(N)n2)cc1C
    0.6	53	-0.9	-2	103	-11	-1	-1	-3
58) CCOC(=O)C1CC=C(Cl)CC1C(=O)Nc1nccs1 (configuration not stated)
    -1.8	-10	-2.6	-6	97	-10	-6	24	9
